# iPSC survival up = increases survival of single human iPS cells. hiPSC single-cell survival, ATPlite luminescence; 100% = ROCK inhibitor wells, 0% = DMSO. survival enhancement, % at 20 µM. 360,000 compounds, 0.044% hits. AID 602274; in the data active = survival enhancement above about 18%;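 note: cells exposed to compounds for 16 hours before the ATP read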
# NR2E3 ag-1 = agonists of human nuclear receptor NR2E3; AID 2300; inhibition of corepressor binding, % at 4.78 µM; GST-NR2E3/biotin-RetCOR TR-FRET, 1536-well; 320,000 compounds, 0.12% hits;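 active = percent inhibition above the cutoff of mean plus 3 SD of all tested compounds, set per screening campaign, cut at about 20% in these data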;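 note: 0% = DMSO wells and 100% = biotin wells as full block of FRET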
# Target sequence (Q9Y5X4 whole entry, looked up): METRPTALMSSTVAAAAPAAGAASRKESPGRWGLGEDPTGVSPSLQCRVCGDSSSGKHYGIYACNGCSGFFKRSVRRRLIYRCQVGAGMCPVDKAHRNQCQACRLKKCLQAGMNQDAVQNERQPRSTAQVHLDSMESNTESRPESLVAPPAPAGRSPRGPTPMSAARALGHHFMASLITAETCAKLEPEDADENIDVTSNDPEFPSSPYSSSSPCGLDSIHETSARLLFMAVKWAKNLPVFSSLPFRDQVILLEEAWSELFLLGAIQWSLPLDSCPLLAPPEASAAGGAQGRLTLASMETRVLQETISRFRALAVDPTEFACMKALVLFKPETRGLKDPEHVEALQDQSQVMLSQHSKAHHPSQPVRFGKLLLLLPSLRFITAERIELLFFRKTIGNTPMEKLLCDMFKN
#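 System: GST-NR2E3 and biotin-RetCOR proteins; probe or stimulus: 7 nM biotin-RetCOR; doses: compound at 4.8 µM, single dose; schedule: Compound–protein incubation for 5 h at 4 °C; detection: time-resolved FRET; read-out: percent inhibition; controls: biotin wells as high control, 0.6% DMSO wells as low control; format: 1536-well plates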
# PDI turbidity = blocks human protein disulfide isomerase activity; inhibition, % at 10 µM; PDI insulin aggregation turbidity, A650, 90 min; 350,000 compounds, 0.052% hits;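 active = mean inhibition across replicates of 30% or more, whatever share of single replicates reach that level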;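 note: absorbance from insulin aggregation driven by PDI reduction with DTT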
# Target sequence (P07237 whole entry, looked up): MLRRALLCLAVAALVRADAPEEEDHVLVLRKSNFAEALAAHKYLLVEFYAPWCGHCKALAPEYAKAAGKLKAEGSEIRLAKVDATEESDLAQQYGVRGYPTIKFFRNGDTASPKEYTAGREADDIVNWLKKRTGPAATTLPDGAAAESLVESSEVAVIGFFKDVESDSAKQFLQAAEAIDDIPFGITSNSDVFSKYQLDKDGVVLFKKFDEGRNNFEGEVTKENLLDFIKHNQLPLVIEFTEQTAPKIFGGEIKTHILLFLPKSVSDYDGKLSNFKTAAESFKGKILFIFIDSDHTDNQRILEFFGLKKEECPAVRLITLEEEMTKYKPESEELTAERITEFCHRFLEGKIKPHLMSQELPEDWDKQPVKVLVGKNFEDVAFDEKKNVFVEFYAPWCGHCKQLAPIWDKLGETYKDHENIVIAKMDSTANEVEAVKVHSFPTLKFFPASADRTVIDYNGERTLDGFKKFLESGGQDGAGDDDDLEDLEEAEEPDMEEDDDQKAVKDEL
# HIF-2a block = inhibitors of HIF-2a; 786-0 RCC cells HIF-2a reporter, luciferase luminescence, overnight; inhibition, % at 18.8 µM; 360,000 compounds, 0.72% hits; AID 624352;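 active = inhibition of the luminescence signal of 40% or more relative to plate controls, in a single-dose primary screen at 18.75 µM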
# NR2E3 ag-2 = human photoreceptor-specific nuclear receptor agonism. Q9Y5X4. CHO-S Gal4-NCOR/VP16-NR2E3 two-hybrid, luciferase. inhibition of corepressor binding, % at 3.98 µM. 360,000 compounds, 0.35% hits. AID 602229;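 active = inhibition above the mean of all tested compounds plus 3 SD, cut at about 70% in these data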;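 note: 0% = DMSO with NR2E3 transfected cells and 100% = cells lacking NR2E3 construct; higher means lower luciferase signal from less NR2E3 corepressor binding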
# MITF TRPM1 inh = reduces MITF-dependent TRPM1 promoter luciferase signal; SK-MEL-5 TRPM1 promoter luciferase, 24 h; inhibition, % at 12.5 µM; 330,000 compounds, 0.83% hits; AID 488899;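 active = mean inhibition across replicates of 60% or more, whatever share of single replicates reaches that level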; note: values of inactives mirror those of a sister screen read the other way
# Cardio protect = protects H9c2 cardiomyocytes from peroxide injury | H2O2 injury protection, ATPLite, 2 h | protection from H2O2 cell death, % at 20 µM | 360,000 compounds, 0.63% hits | AID 588492;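 active = compounds giving at least 50% protection of heart cells from peroxide-induced death in the single-dose screen, raw or plate-pattern-corrected value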;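 note: 0% = DMSO wells with peroxide and 100% = DMSO wells without peroxide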
# Shn3 inh set2 = Schnurri-3 reporter inhibition in Clone20 osteoblasts; Clone20 osteoblast Shn3 3'UTR firefly luciferase, 24 h; inhibition, % at 12.5 µM; 360,000 compounds, 0.52% hits;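 active = mean inhibition of at least 75% with every replicate also reaching 75%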;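 note: 0% = median of neutral control wells and 100% = pilot-screen positive control compound; some compounds past the cut are filed as inactive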
# Peg3 prom inh = Peg3 promoter activity inhibition. inhibition, % at 20 µM. 360,000 compounds, 1.7% hits. AID 588405. HeLa PEG-Prom luciferase reporter, luminescence, overnight;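 active = inhibition of at least 50% at 20 µM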
# m5-HT2A agonist = agonists of mouse serotonin 5-HT2A receptor (HTR2A); activation, % at 7.6 µM; P35363; 360,000 compounds, 0.66% hits; AID 624169; CHO-K1 mHTR2A beta-arrestin complementation, luminescence; percent of 30 µM serotonin response;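 active = activation above a run cutoff, the mean activation of all tested compounds plus 3 SD, cut at about 14% in these data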;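 note: 0% = plate median of compound wells and 100% = 30 µM serotonin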
# CaV13 FRET inh = Primary screen for inhibitors of IQ motif and Ca2+-dependent inactivation inhibitor domain binding in CACNA1D, Förster resonance energy transfer in living cells, …. HEK cells, CFP/YFP FRET ICDI-IQ, plate reader, 10 min; percent FRET-ratio fall versus neutral wells. inhibition, % at 12.3 µM. 340,000 compounds, 0.098% hits. AID 743397;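 active = mean replicate inhibition of at least 30% and at least 1% of replicates passing that level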;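 note: 0% = median of the neutral control wells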
# The depositor's hits bear a star; · = not tested or not shown. No enrichment for hits; any-hit rate near 3.9%.
cpd	molecule	iPSC survival up	NR2E3 ag-1	PDI turbidity	HIF-2a block	NR2E3 ag-2	MITF TRPM1 inh	Cardio protect	Shn3 inh set2	Peg3 prom inh	m5-HT2A agonist	CaV13 FRET inh
1	CCCCc1cc(=O)oc2cc(OCC(=O)N3CCOCC3)ccc12	0.5	-1	9	13	21	21	0	-14	3	3	-4
2	CCN1C(=O)/C(=C/c2nc3ccccc3c(=O)n2-c2ccccc2)c2ccccc21	1.5	0	5	23	24	17	51*	-32	35	5	·
3	COc1ccc(CC(=O)Nc2nc(-c3ccccc3)c(C(C)=O)s2)cc1OC	-0.5	1	-9	13	19	18	-8	52	20	-4	-4
4	CC(=O)NC(C)c1nc2ccccc2n1CC(=O)N1C(C)CCCC1C (configuration not stated)	-0.5	1	2	10	0	10	4	0	19	-3	-6
5	O=C(c1ccc2c3c(cccc13)C(=O)N(O)C2=O)N1CCCCC1	-3.9	2	3	18	-10	2	-6	-5	6	1	·
6	COc1cc(-c2cccc([C@H]3[C@@H]4C=CC[C@@H](C)[C@@H]4C(=O)N3Cc3ccccc3)c2)cc(OC)c1OC	-1.4	·	4	-2	-6	19	-11	17	20	-3	-6
7	CC1=Cc2ccccc2C(C#N)N1C(=O)c1ccccc1 (configuration not stated)	0.7	3	4	30	-35	-6	-2	-2	19	3	0
8	Cc1cc(C)nc(SCc2c(F)cccc2Cl)n1	0.8	1	1	20	-7	-3	3	21	3	-2	-19
9	CC1=C(C(=O)N(C)C)CC(CC(=O)NCCCCc2ccccc2)C(=O)N1Cc1ccc(F)cc1 (configuration not stated)	-0.1	·	5	-2	-6	·	0	-21	12	-2	-6
10	O=c1c2ccccc2nc(SCc2cccc(F)c2)n1-c1cccc(S(=O)(=O)N2CCCC2)c1	-1.3	-4	-13	23	-6	-8	-3	51	22	-9	-6
11	Cc1ccc(NC(=S)N2CCC(c3nc4ccccc4s3)CC2)cc1	-2.4	-1	1	-23	4	0	-13	31	-1	2	-6
12	Cc1cc(C(=O)CSc2nc3ccccc3c(=O)[nH]2)c(C)n1C	-0.2	-1	-2	-171	-74	-30	34	-9	-165	-2	5
13	O=C(c1ccco1)N1CCN(C(c2ccccc2F)c2nnnn2Cc2cccs2)CC1 (configuration not stated)	-2.3	0	1	3	-6	9	4	-5	19	2	-4
14	Cc1ccc(Nc2nnc(C3C(=O)N(C)C4(C)CC3c3cc(Br)ccc3O4)s2)cc1 (configuration not stated)	1.8	0	8	11	1	-13	12	17	26	6	-5
15	Cc1cccc(C(=O)Nc2ccc(C(=O)/C=C/c3cccnc3)cc2)c1	-5.9	-3	0	76*	-13	27	-20	97*	109*	-6	-19

# Grouped by structure: those above containing a halogen (five)
cpd	molecule	iPSC survival up	NR2E3 ag-1	PDI turbidity	HIF-2a block	NR2E3 ag-2	MITF TRPM1 inh	Cardio protect	Shn3 inh set2	Peg3 prom inh	m5-HT2A agonist	CaV13 FRET inh
8	Cc1cc(C)nc(SCc2c(F)cccc2Cl)n1	0.8	1	1	20	-7	-3	3	21	3	-2	-19
9	CC1=C(C(=O)N(C)C)CC(CC(=O)NCCCCc2ccccc2)C(=O)N1Cc1ccc(F)cc1 (configuration not stated)	-0.1	·	5	-2	-6	·	0	-21	12	-2	-6
10	O=c1c2ccccc2nc(SCc2cccc(F)c2)n1-c1cccc(S(=O)(=O)N2CCCC2)c1	-1.3	-4	-13	23	-6	-8	-3	51	22	-9	-6
13	O=C(c1ccco1)N1CCN(C(c2ccccc2F)c2nnnn2Cc2cccs2)CC1 (configuration not stated)	-2.3	0	1	3	-6	9	4	-5	19	2	-4
14	Cc1ccc(Nc2nnc(C3C(=O)N(C)C4(C)CC3c3cc(Br)ccc3O4)s2)cc1 (configuration not stated)	1.8	0	8	11	1	-13	12	17	26	6	-5

# The listing picks up, starting 3 compounds before the break.
cpd	molecule	iPSC survival up	NR2E3 ag-1	PDI turbidity	HIF-2a block	NR2E3 ag-2	MITF TRPM1 inh	Cardio protect	Shn3 inh set2	Peg3 prom inh	m5-HT2A agonist	CaV13 FRET inh
13	O=C(c1ccco1)N1CCN(C(c2ccccc2F)c2nnnn2Cc2cccs2)CC1 (configuration not stated)	-2.3	0	1	3	-6	9	4	-5	19	2	-4
14	Cc1ccc(Nc2nnc(C3C(=O)N(C)C4(C)CC3c3cc(Br)ccc3O4)s2)cc1 (configuration not stated)	1.8	0	8	11	1	-13	12	17	26	6	-5
15	Cc1cccc(C(=O)Nc2ccc(C(=O)/C=C/c3cccnc3)cc2)c1	-5.9	-3	0	76*	-13	27	-20	97*	109*	-6	-19
16	Cc1[nH]c2ccccc2c1C(=O)CN1CC(C)CC(C)C1 (configuration not stated)	-0.3	0	9	25	-12	10	-8	22	9	-4	-2
17	CCNC(=O)CCCOc1ccc(Cl)cc1Cl	-1.4	-2	5	-137	-44	-65	-2	-25	-131	-1	-8
18	CN(C)/C=C(\C(=O)c1ccccc1)c1nnnn1-c1ccccc1	-0.5	-3	21	16	-29	0	6	0	10	-2	-5
19	COc1cccc(-c2cnc3c(NC(C)=O)cc(-c4cccc(C(=O)NCCN(C)C)c4)cn23)c1	-4.9	·	-2	-22	21	·	-11	51	41	-7	-6
20	Cc1ccc(C(=O)c2c[nH]c(C(=O)NCc3cccnc3)c2)cc1	-0.5	1	-1	-4	16	0	-2	-2	-28	-3	-5
21	C=CCNc1nc(N)c([N+](=O)[O-])c(N2CCCCCC2)n1	-0.7	1	-8	7	-10	4	-1	0	10	1	-18
22	Cc1cc(C(F)(F)F)n2[nH]c(=O)c(N=Nc3ccccc3)c2n1	6.7	-3	-1	-7	-6	-10	6	13	-5	1	-3
23	C/C(=N\NC(=O)c1cccc(N2CCCC2=O)c1)c1ccc(N)cc1	0.6	0	-1	-53	-14	2	-6	-20	-49	-1	·
24	CCC(C)(C(=O)NC1CCCC1)N(C(=O)c1cnccn1)c1c(C)n(C)n(-c2ccccc2)c1=O (configuration not stated)	-2.4	3	-2	13	-9	9	0	-17	5	1	·
25	COc1cc(C(=O)NCc2ccc(C)cc2)ccc1OCc1c(C)noc1C	1.3	0	-12	4	-2	5	1	10	20	-7	·
26	COc1ccc(OCC(O)CNC(=O)Nc2cccc3ccccc23)cc1 (configuration not stated)	0.1	0	1	15	-8	17	1	-13	8	-3	-14
27	Cc1ccc(-c2csc(NC(=O)c3cccc([N+](=O)[O-])c3)n2)cc1	-1.2	0	0	17	-3	-15	-18	-3	-2	3	-5
28	CCn1c(SCC(=O)Nc2cccc(NC(C)=O)c2)nnc1C(C)C	-2.0	0	-3	4	-7	-4	2	0	19	-1	-5
29	C/C(=N\NC(=O)c1ccccc1C)c1cccnc1	-0.6	5	4	-35	-20	-6	-3	-24	-45	-9	-19
30	COc1ccc(NC(=O)CN2C(=O)NC(CC(C)C)C2=O)cc1S(=O)(=O)N1CCOCC1 (configuration not stated)	-0.1	0	2	4	-4	4	0	21	-7	-5	-6

cpd	molecule	iPSC survival up	NR2E3 ag-1	PDI turbidity	HIF-2a block	NR2E3 ag-2	MITF TRPM1 inh	Cardio protect	Shn3 inh set2	Peg3 prom inh	m5-HT2A agonist	CaV13 FRET inh
31	COC(=O)c1ccc(CNC(=O)C2CCC(=O)N(C3CCCCCC3)C2)cc1 (configuration not stated)	-0.3	0	-10	7	3	-3	-6	4	6	9	-3
32	CNC(=S)N/N=C/c1c(C)nn(-c2ccc(F)cc2)c1Cl	-0.5	-2	-1	-118	-24	-7	13	-4	-19	-6	-3
33	CC(C)(C)/C(Cn1cncn1)=N\OC(=O)Nc1ccc(Cl)cc1	1.0	0	-1	-10	-32	-9	1	-27	-8	0	16
34	CCCCC(=O)Nc1ccc(NC(=O)c2ccc([N+](=O)[O-])cc2)cc1OC	-1.4	3	1	-6	-10	3	-4	11	-16	-3	-6
35	C=CCc1cccc(CNn2cnnc2)c1O	1.1	3	8	13	-8	8	6	0	6	-2	0
36	CCCCn1c(=O)[nH]c(=O)c2c1nc(-c1ccc(OCCC)c(OCC)c1)n2CCOC	0.4	0	10	25	11	2	25	-12	30	1	·
37	COC(=O)c1c(C)oc(C)c(C(=O)OC)c1=O	0.6	1	1	14	-34	11	5	-6	-2	7	-6
38	O=C(NCC(c1ccco1)N1CCCC1)c1sc2ccccc2c1Cl (configuration not stated)	2.1	0	-1	-38	-28	-22	-9	-15	-35	-5	-3
39	CC1CCN(C(=O)c2cc(Cl)nc3ccccc23)CC1	0.9	1	17	14	-12	3	7	1	21	-1	-4
40	C[C@H](CO)N1C[C@H](C)[C@@H](CN(C)C(=O)Nc2ccccc2)Oc2ccc(NC(=O)CCC(F)(F)F)cc2C1=O	5.2	·	2	0	-15	2	-3	-17	-4	-3	-11
41	O=C(CSc1ccccn1)Nc1ccc2c(c1)C(=O)c1ccccc1C2=O	-1.4	-3	0	-232	-119	-81	-12	-48	-110	-3	-5
42	Cc1cc2oc(=O)c3c(c2cc1OC(=O)c1ccco1)CCCC3	3.7	4	1	-27	-4	5	-5	-25	-37	7	·
43	O=C(NCc1ccc(C(F)(F)F)cc1)C1CC(c2ccccc2[N+](=O)[O-])=NO1 (configuration not stated)	-0.1	0	-3	8	18	12	-1	8	24	-3	-10
44	O=[N+]([O-])c1cccc(-c2nnc3c4ccccc4c4ccccc4n23)c1	-0.6	0	-1	9	-3	11	7	2	30	-4	-5
45	CC(=O)Oc1ccc(/C=N/NC(=S)Nc2ccccc2)cc1	-0.5	-1	-5	-238	-157	-46	-6	-26	-232	-6	-5

cpd	molecule	iPSC survival up	NR2E3 ag-1	PDI turbidity	HIF-2a block	NR2E3 ag-2	MITF TRPM1 inh	Cardio protect	Shn3 inh set2	Peg3 prom inh	m5-HT2A agonist	CaV13 FRET inh
46	C/C(=N\Nc1ccc2nncn2n1)c1cccs1	-0.4	2	0	-91	-43	-12	2	-36	-40	-5	-3
47	CC1CC(N(C(=O)C2CC2)c2ccccc2)c2ccccc2N1C(=O)C1CC1 (configuration not stated)	-0.3	-3	1	5	-1	8	-1	2	18	1	-6
48	CCCc1nnc(NC(=O)CC(=O)OCC)s1	2.0	-1	9	-2	-31	2	-2	-18	1	0	-1
49	COc1ccc(N=C2NC(=O)/C(=C\C=C\c3ccco3)S2)cc1	0.3	·	-9	-171	-35	-9	11	-7	-72	-1	-6
50	CCCCC(=O)NC(=S)Nc1cc([N+](=O)[O-])ccc1OC	0.3	1	5	9	-31	3	1	11	22	-4	-8
51	CC(C)(C)Oc1ncc(Br)c(OC(C)(C)C)n1	-1.6	0	-9	-4	-9	4	13	17	11	0	-7
52	O=S(=O)(Nc1ccncc1Cl)c1ccccc1	4.3	-1	-1	10	1	0	6	-3	18	-5	·
53	COCCNC(=O)/C(=C/c1ccccc1Cl)c1ccccc1	-1.7	5	3	15	-2	12	5	-6	19	5	-18

# Source: PubChem (several laboratories)
